NCI-60 one-dose screen, 48 h, at 10 µM unless noted. Numbers give growth in % (100 = growth as untreated, 0 = no growth, -100 = all killed).
NCI-H522 = NCI-H522 lung cancer | 78,000 tested, 8% active
NCI-H322M = NCI-H322M lung cancer; 80,000 tested, 2.7% active
NCI-H226 = NCI-H226 lung cancer; 79,000 tested, 3.5% active
COLO 205 = COLO 205 colon cancer. 79,000 tested, 7.3% active. AID 1794742
HT29 = HT29 colon cancer; 81,000 tested, 7.4% active
A498 = A498 renal cancer cells. AID 1794774. 76,000 tested, 5.4% active
RXF 393 = RXF 393 renal cancer cells; 77,000 tested, 6.9% active
NCI-H23 = NCI-H23 lung cancer. 80,000 tested, 4% active
NCI-H460 = NCI-H460 lung cancer; 82,000 tested, 6.8% active
* hit, by the source's call; . = no result given; & = joins results of further samples; ! = not confirmed by another sample; [ ] = remark or other dose. The calls were made as follows: active = growth percent below 10; inactive = the rest.

entry	Molecule	NCI-H522	NCI-H322M	NCI-H226	COLO 205	HT29
1	Cc1ccc(S(=O)(=O)OCC#CCOS(=O)(=O)c2ccc(C)cc2)cc1	-65*	94	84	53	50
2	CC(=O)CC(c1cccs1)c1c(-c2ccccc2)[nH]c2cc(C)ccc12 (stereo unspecified)	56	90	77	98	85
3	CC1=NN(c2cccc(Cl)c2)C(=O)/C1=C\c1cn(C[C@@H](O)Cn2c3ccccc3c(=O)c3ccccc32)c2ccccc12	92	97	98	99	101
4	O=C1N(Cc2ccc(OC(F)(F)F)cc2)c2ccccc2S(=O)(=O)N1c1cccnc1Cl	58	94	64	104	68
5	Fc1ccccc1/C=C/c1nn2c(-c3cccnc3)nnc2s1	91	94	108	113	101
6	CNS(=O)(=O)Oc1ccc(-c2cn3ccoc3n2)cc1	99	104	101	117	103
7	O=C(NN=C1CCCCC1)C(=O)NN=C1CCCCC1	99	124	101	106	99
8	C/C(=N\n1cnc2c(sc(=S)n2-c2ccc(Cl)cc2)c1=O)c1cnccn1	92	.	97	113	91
9	COc1ccc(C=NCCN=Cc2ccc(OC)cc2)cc1	90	100	99	112	107
10	Cn1c(=O)c2ncn(CC(=O)O)c2n(C)c1=O	96	163	97	112	113
11	NS(=O)(=O)c1ccc(Br)cc1	86	.	110	98	92
12	Brc1ccc(C2c3[nH]c4ccccc4c3C(c3ccc(Br)cc3)c3c2[nH]c2ccccc32)cc1 (stereo unspecified)	95	105	97	104	105
13	NS(=O)(=O)c1ccc(Nc2nc(SCC(=O)c3ccc([N+](=O)[O-])cc3)nc3ccccc23)cc1	95	97	93	106	115
14	CS(=O)(=O)c1ccc(C(=O)N/N=C/c2cccc(O)c2)cc1	96	100	96	100	110
15	CN(C(=O)c1ccccc1)C(=O)c1ccccc1	.	.	110	102	.

entry	A498	RXF 393	NCI-H23	NCI-H460
1	86	59	59	13
2	83	85	67	83
3	92	102	103	103
4	90	93	58	91
5	62	103	.	102
6	99	117	105	102
7	119	107	105	117
8	99	104	95	97
9	100	108	99	110
10	98	147	85	104
11	115	113	96	108
12	96	110	92	102
13	.	111	.	103
14	99	119	105	107
15	80	103	95	106

The listing continues:
entry	Molecule	NCI-H522	NCI-H322M	NCI-H226	COLO 205	HT29
16	COc1ccc(CSC(=S)N(C)C)cc1[N+](=O)[O-]	97	107	102	116	108
17	O=C(Oc1ccccc1)c1cccc(C(=O)Oc2ccccc2)c1	95	90	101	.	99
18	COc1ccc(N2C(=O)C(Oc3ccccc3)C2c2ccc(C)cc2)cc1 (stereo unspecified)	94	103	114	107	98
19	Clc1ccc(OCc2nnc(-c3ccc(Oc4ccccc4)cc3)o2)c(Cl)c1	92	96	95	108	97
20	CCOC(=O)C1=CSC2=NC3=C(CCC/C3=C\c3ccc(Cl)cc3)C(c3ccc(Cl)cc3)N12 (stereo unspecified)	93	.	92	105	83
21	CCOC(=O)c1[nH]cnc1/N=N/N(C)C	111	102	90	102	123
22	CCN(CC)c1ccc(/C=N/NC(=O)Cc2ccc(Nc3ccnc(C(F)(F)F)c3)cc2)c(O)c1	34	26	19	65	33
23	Cn1cc2c(=O)nc3c(-c4nc5ccccc5[nH]4)n[nH]n3c2n1	-44*	92	96	114	90
24	Cn1c(=O)c2[nH]c([N+](=O)[O-])nc2n(C)c1=O	101	103	95	100	104
25	Cc1nc2sc(C(=O)Nc3cccc4ncccc34)c(N)c2cc1C(C)O (stereo unspecified)	35	80	85	107	53
26	O=S(=O)(O)c1nc[n+]([O-])c2nc[nH]c12	59	105	96	125	96
27	O=c1[nH]cc(NCc2ccccc2)c(=O)[nH]1	106	116	93	113	110
28	N#CC(NC(=O)c1ccccc1)C1CC1 (stereo unspecified)	84	100	93	106	101
29	C(=N/Nc1ncc(-c2cc3cc(-c4ccccc4)ccc3o2)s1)/c1c2ccccc2cc2ccccc12	98	103	97	108	110
30	O=C(O)CSCC(=O)Nc1cc(C(F)(F)F)ccc1Cl	100	103	109	121	104

entry	A498	RXF 393	NCI-H23	NCI-H460
16	.	110	107	.
17	81	101	103	114
18	78	126	91	103
19	103	108	95	108
20	78	79	84	102
21	119	119	106	111
22	22	46	19	9.0*
23	59	78	79	82
24	106	.	87	109
25	48	70	80	81
26	88	90	99	103
27	92	109	105	110
28	88	102	105	107
29	110	125	95	102
30	139	128	111	134

New compounds follow:
entry	Molecule	NCI-H522	NCI-H322M	NCI-H226	COLO 205	HT29
31	NNc1nc2c(cnn2-c2ccccc2)c(=O)n1N	104&83	99&104	96&98	104&107	114&100
32	CC(=O)c1sc(NC(=O)Nc2ccc(C)cc2C)nc1C	54	97	.	105	94
33	COc1c(O)c(O)cc2c3c(oc12)CC(c1ccc2c(c1)OCO2)CC3=O (stereo unspecified)	54	73	80	119	93
34	Cn1c(=O)[nH]c(=O)c2nc(CC(=Nc3ccc(Cl)cc3)c3ccccc3)c(=O)[nH]c21	84	90	84	103	96
35	CC(C)(c1cc(Cl)c(OCCO)c(Cl)c1)c1cc(Cl)c(OCCO)c(Cl)c1	60	90	58	98	87
36	Cc1ccc(C(=O)Nn2c(COc3ccccc3)nc3ccccc3c2=O)cc1	93	98	90	124	119
37	CN(C)CCC(OC(=O)C(c1ccccc1)c1ccccc1)c1ccccc1 (stereo unspecified)	68	88	94	49	55
38	COc1ccc(S(=O)(=O)N2CCOCC2)cc1NC(=O)c1[nH]c(C)c2c1CCCCC2=O	41&100	65&105	62&104	35&113	32&112
39	Cc1ccc(NC2(C#N)CCCC2)cc1	94&77	99&95	107&94	108&112	99
40	CN(C)c1nc(NCCNS(=O)(=O)c2ccc(C3=Nc4c(N)nc(N)nc4NC(c4ccc(Cl)cc4)C3)cc2)nc(Nc2ccc(F)cc2)n1 (stereo unspecified)	40	66	55	3.2*	-41*
41	COc1ccc(-c2cc(-c3ccccc3)nc(SCCCCCCC(=O)NO)n2)cc1	19	.	72	45	27
42	COc1cc(C2CC(=O)Nc3ncn(-c4ccc(F)cc4)c32)cc(OC)c1OC (stereo unspecified)	88	96	118	105	101
43	O=Cc1ccc2c(c1)OCCOCCOCCOCCO2	103	98	103	110	108
44	N#Cc1c(-c2ccco2)nc(NCCO)[nH]c1=O	101	105	91	98	105
45	O=C(/C=C1\C(=O)N(Cc2ccccc2)c2ccccc21)c1ccc(OCCN2CCCCC2)cc1	-44*	93	85	-34*	-58*

entry	A498	RXF 393	NCI-H23	NCI-H460
31	125&96	108&123	100&102	109&103
32	91	42	52	54
33	98	105	69	25
34	117	103	99	99
35	78	72	67	97
36	98	103	98	107
37	57	74	91	96
38	-16*!	38&109	59&104	76&103
39	99	118&112	103&101	125&107
40	76	20	51	19
41	49	22	51	36
42	116	115	105	114
43	87	104	104	102
44	86	102	99	105
45	68	0.7*	59	88

(next part)
entry	Molecule	NCI-H522	NCI-H322M	NCI-H226	COLO 205	HT29
46	OCCOSCCO	96	119	102	119	106
47	Cc1cc(NC(=O)COC(=O)c2cccc(Oc3ccccc3)c2)no1	94	96	93	109	109
48	COc1ccc(C2=NOC(CC(=O)N3CCCC3)C2)cc1OC1CCCC1 (stereo unspecified)	94	109	.	.	113
49	CCCCNCCOC(=O)c1ccc(OCCCC)c(N)c1	94	96	99	104	102
50	NS(=O)(=O)c1ccc(-n2nc(-c3ccc(Br)cc3)ccc2=O)cc1	.	88[100 µM]	79[100 µM]	80[100 µM]	64[100 µM]
51	O=C1c2ccccc2C(=O)c2cc(Cn3c[n+](Cc4ccc5ccccc5c4)c4ccccc43)ccc21	34	75	64	24	52

entry	A498	RXF 393	NCI-H23	NCI-H460
46	120	100	107	111
47	91	.	100	104
48	.	108	106	104
49	91	93	90	107
50	41[100 µM]	41[100 µM]	61[100 µM]	67[100 µM]
51	78	63	57	63

Structures above with a Cl atom:
entry	Molecule	NCI-H522	NCI-H322M	NCI-H226	COLO 205	HT29
3	CC1=NN(c2cccc(Cl)c2)C(=O)/C1=C\c1cn(C[C@@H](O)Cn2c3ccccc3c(=O)c3ccccc32)c2ccccc12	92	97	98	99	101
4	O=C1N(Cc2ccc(OC(F)(F)F)cc2)c2ccccc2S(=O)(=O)N1c1cccnc1Cl	58	94	64	104	68
8	C/C(=N\n1cnc2c(sc(=S)n2-c2ccc(Cl)cc2)c1=O)c1cnccn1	92	.	97	113	91
19	Clc1ccc(OCc2nnc(-c3ccc(Oc4ccccc4)cc3)o2)c(Cl)c1	92	96	95	108	97
20	CCOC(=O)C1=CSC2=NC3=C(CCC/C3=C\c3ccc(Cl)cc3)C(c3ccc(Cl)cc3)N12 (stereo unspecified)	93	.	92	105	83
30	O=C(O)CSCC(=O)Nc1cc(C(F)(F)F)ccc1Cl	100	103	109	121	104
34	Cn1c(=O)[nH]c(=O)c2nc(CC(=Nc3ccc(Cl)cc3)c3ccccc3)c(=O)[nH]c21	84	90	84	103	96
35	CC(C)(c1cc(Cl)c(OCCO)c(Cl)c1)c1cc(Cl)c(OCCO)c(Cl)c1	60	90	58	98	87
40	CN(C)c1nc(NCCNS(=O)(=O)c2ccc(C3=Nc4c(N)nc(N)nc4NC(c4ccc(Cl)cc4)C3)cc2)nc(Nc2ccc(F)cc2)n1 (stereo unspecified)	40	66	55	3.2*	-41*

entry	A498	RXF 393	NCI-H23	NCI-H460
3	92	102	103	103
4	90	93	58	91
8	99	104	95	97
19	103	108	95	108
20	78	79	84	102
30	139	128	111	134
34	117	103	99	99
35	78	72	67	97
40	76	20	51	19
